Screening data from PubChem.
PRMT1 inh: PRMT1 (human) inhibition, primary screen; Q99873; recombinant PRMT1, activity-based probe fluorescence polarization; inhibition, % at 2.79 µM; hit rate 1.3% among 370,000; AID 652257;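 active = inhibition above about 21% made by adding two undisclosed values, limit read from the data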
MBD2 DNA inh: MBD2-methylated oligo binding inhibition. Q9UBB5. TR-FRET, MBD2 binding to methylated oligonucleotide. inhibition, % at 4.4 µM. hit rate 0.31% among 370,000. AID 686964; in the data active = inhibition above about 13%
GC-A act: GC-A (human) enzyme activation. P16066. HEK293 GC-A cells, cGMP TR-FRET, EC30 ANP; 0% at EC30 ANP, 100% saturating ANP. activation, % at 10 µM. hit rate 0.14% among 370,000. AID 1671463; in the data active = activation above about 40%
rCAG RNA binder: binds r(CAG) RNA repeats. r(CAG) RNA repeat, TO-PRO-1 dye displacement fluorescence. inhibition, % at 3 µM. hit rate 1.3% among 370,000. AID 651821;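 active = inhibition above the plate cutoff, the mean of all test compounds on that plate plus 3 SD, cut at about 35% in these data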;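 also: 0% = DMSO alone and 100% = 100 µM mitoxantrone as full dye displacement; higher means more dye released from RNA so lower well fluorescence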
TCR CD3 inh: human TCR-CD3 binding inhibition; TAMRA-labeled TCR probe fluorescence, biochemical; inhibition, % at 9.4 µM; hit rate 0.37% among 360,000; AID 651800; in the data active = inhibition above about 19%;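 also: recombinant mutant TCR 2C K166C tagged with TAMRA read by polarization; 0% = receptor in buffer alone and 100% = receptor with positive control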
NPR2 activator: GC-B (human) receptor activation | activation, % at 10 µM | AID 1920062 | hit rate 0.11% among 370,000 | HEK293-GC-B cells, CNP EC30, cGMP TR-FRET; 0% at EC30 CNP, 100% saturating CNP;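 active = activation at 10 µM reaching about 35% in either raw or pattern-adjusted values, limit read from the data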
UHRF1 binding: blocks human UHRF1 binding to methylated DNA; Q96T88; UHRF1 binding to methylated oligo, TR-FRET; inhibition, % at 4.4 µM; hit rate 0.75% among 370,000; AID 687016; in the data active = inhibition above about 21%;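 also: UHRF1 SRA domain binding a hemimethylated CpG hairpin DNA probe; 0% = median of test compound wells and 100% = reference inhibitor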
HTRA1 inh: blocks human HTRA1 serine peptidase; hit rate 0.5% among 340,000; Q92743; recombinant HTRA1, FP-rhodamine activity-based probe, fluorescence polarization; inhibition, % at 5.96 µM; in the data active = inhibition above about 36%;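 also: 0% = enzyme with DMSO and 100% = wells lacking enzyme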
SIAE inh: human SIAE inhibition, primary screen; hit rate 0.69% among 370,000; SIAE FP-Rh probe binding, fluorescence polarization; inhibition, % at 9.66 µM;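 active = inhibition above a cutoff: mean of compounds within the control limits plus 3 SD of those, cut at about 17% in these data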;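 also: 0% = plate median of compound wells and 100% = probe without SIAE protein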
ABHD4 inh: inhibitors of mouse ABHD4 | Q8VD66 | purified mABHD4, FP-Rh probe fluorescence polarization | inhibition, % at 8.92 µM | hit rate 0.54% among 370,000;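 active = inhibition exceeding the mean over every tested compound plus 3 SD, cut at about 30% in these data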;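 also: 0% = plate median of compound wells and 100% = S159A mutant with DMSO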
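Material: mouse ABHD4 enzyme, wild type; Benchmarks: S159A mutant high control, sample median low control; Buffer or medium: HEPES pH 7.0, NaCl, Pluronic buffer; Signal: fluorescence polarization; Read-out: percent inhibition of probe binding, normalized to plate controls; Timing: pre-incubation 45 min, probe exposure 60 min, at 25 °C; Dosing: 8.92 µM, single dose.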
Starred values were filed as active, the others as inactive; / = no result given. Only part of the results is shown. The share of hits here may be higher or lower than overall.

Structure | PRMT1 inh | MBD2 DNA inh | GC-A act | rCAG RNA binder | TCR CD3 inh | NPR2 activator | UHRF1 binding | HTRA1 inh | SIAE inh | ABHD4 inh
CSc1nccc(Oc2ccc(C#N)cc2)n1 | -3 | -1 | 4 | -1 | -1 | -1 | 4 | 8 | 9 | -8
Cc1ccc(S(=O)(=O)N2CCCC2CO)cc1 (stereo unspecified) | 5 | 1 | 0 | -2 | -4 | 3 | 1 | 3 | 0 | -3
O=C(Cn1cc2c(n1)CCCCC2)Nc1c(F)cc(F)cc1Br | -1 | 1 | 0 | 2 | 3 | 0 | 1 | 2 | -2 | -2
COC(=O)[C@]12C[C@H](CC(=O)N3CCN(C(=O)C4CC4)CC3)C(=O)N(Cc3ccco3)C1=C[C@H](C(C)(C)C)O[C@@H]2C | 6 | 0 | -5 | 3 | / | -11 | 7 | / | -1 | -12
S=C(NC1CCCCC1)N(CCc1nc2ccccc2[nH]1)C1CCCC1 | 1 | -9 | -2 | -4 | 3 | 2 | -1 | -23 | -1 | 51*
NC(=O)c1ncn([C@@H]2O[C@H](C(=O)Nc3ccc(Oc4ccccc4)nc3)[C@@H](O)[C@H]2O)n1 | 5 | -3 | -1 | 0 | 0 | 2 | 1 | / | 12 | -8
Cc1ccc(S(=O)(=O)NCC(=O)NCc2ccncc2)cc1 | 1 | 1 | 1 | -1 | 9 | 0 | 1 | -4 | 3 | -2
COc1cc([N+](=O)[O-])ccc1NC(=O)CN1CCCC1 | 8 | 11 | -2 | -1 | -5 | 0 | 5 | 8 | -7 | -10
Cc1cc(C)cc(Oc2cc(NC(=O)c3cn(C)nc3C)cc([N+](=O)[O-])c2)c1 | -3 | 2 | -8 | 11 | 5 | -3 | -2 | -14 | -33 | -13
O=C(Nc1cccnc1)c1c(O)c2cccc3c2n(c1=O)CC3 | 1 | 5 | 8 | -2 | -6 | 5 | 0 | 4 | -5 | 5
O=C1c2ccccc2C(=O)N1CCCCN(C(=O)c1cccc([N+](=O)[O-])c1)c1ccc(Cl)cc1 | -1 | -1 | -7 | 6 | -3 | -5 | 4 | -19 | 1 | -16
COc1ccc(OCC(O)CNC(=O)c2cccs2)cc1 (stereo unspecified) | 3 | -1 | 4 | -4 | -2 | 1 | 1 | 7 | -9 | -3
COc1cccc(-n2c(-c3ccccc3)c[nH]c2=S)c1 | 8 | 1 | -3 | 1 | -7 | -5 | -2 | 1 | 13 | 5
CC(C)C(=O)Nc1ccc(C(=O)NN2C(=O)c3ccccc3C2=O)cc1 | 1 | 3 | 4 | 4 | 3 | -1 | 1 | 5 | 0 | 3
CCOC(=O)Nc1nnc(-c2ccccc2OC)s1 | -2 | 2 | 1 | 3 | -5 | -9 | 0 | -2 | 0 | -1
COC(=O)Cn1c(=O)c2c(nc3n2CCCN3Cc2ccccc2)n(C)c1=O | 0 | -6 | 1 | 0 | 2 | 1 | 0 | 4 | 4 | 2
CCn1ncc(C2=NOC(C(=O)NCc3ccc(OC)cc3)C2)c1C (stereo unspecified) | 2 | -1 | 0 | 2 | -3 | -1 | 7 | 2 | 2 | 3
O=C(Nc1ccc(F)cc1)C1CC(=O)n2cnnc2N1 (stereo unspecified) | -3 | 2 | 0 | -1 | -6 | -2 | 5 | 8 | -2 | -1
CC(C)c1onc(C(=O)NCc2ccc(Cl)cc2)c1[N+](=O)[O-] | 2 | -7 | -2 | -1 | 2 | 6 | -4 | 1 | 5 | 3
Cn1c(C(=O)N2CCCC2)cc2c(=O)n(C)c3ccccc3c21 | 2 | -1 | 3 | 3 | 8 | -3 | 0 | -9 | -1 | 3

Reprinted from the part before: four compounds; new compounds follow.
SMILES,PRMT1 inh,MBD2 DNA inh,GC-A act,rCAG RNA binder,TCR CD3 inh,NPR2 activator,UHRF1 binding,HTRA1 inh,SIAE inh,ABHD4 inh
CCn1ncc(C2=NOC(C(=O)NCc3ccc(OC)cc3)C2)c1C (stereo unspecified),2,-1,0,2,-3,-1,7,2,2,3
O=C(Nc1ccc(F)cc1)C1CC(=O)n2cnnc2N1 (stereo unspecified),-3,2,0,-1,-6,-2,5,8,-2,-1
CC(C)c1onc(C(=O)NCc2ccc(Cl)cc2)c1[N+](=O)[O-],2,-7,-2,-1,2,6,-4,1,5,3
Cn1c(C(=O)N2CCCC2)cc2c(=O)n(C)c3ccccc3c21,2,-1,3,3,8,-3,0,-9,-1,3
COc1ccc(CC(=O)OCC(=O)NC(=O)NC2CCCCC2)cc1,-3,-3,-1,-3,4,2,-3,14,-1,-2
CCOC(=O)c1ccc(NS(=O)(=O)c2cc(-c3nnnn3C(C)C)ccc2OC)cc1,-1,1,-4,13,-1,1,1,-3,3,4
COc1ccc2c(c1OC)C(=O)N1C2SC(C)(C)[C@H]1C(=O)NC1CCCC1 (stereo partly specified),4,4,1,-1,-7,-2,1,6,-3,-4
COc1ccc(OC)c(/C=N/NC(=S)NCCc2ccccc2)c1,1,3,5,0,-4,13,-2,-41,5,-11

Whole records, quoted from the list. Values in the order: PRMT1 inh	MBD2 DNA inh	GC-A act	rCAG RNA binder	TCR CD3 inh	NPR2 activator	UHRF1 binding	HTRA1 inh	SIAE inh	ABHD4 inh
COc1ccc2c(c1OC)C(=O)N1C2SC(C)(C)[C@H]1C(=O)NC1CCCC1 (stereo partly specified) in the list: 4	4	1	-1	-7	-2	1	6	-3	-4
COc1ccc(OC)c(/C=N/NC(=S)NCCc2ccccc2)c1 in the list: 1	3	5	0	-4	13	-2	-41	5	-11
COc1ccc(CC(=O)OCC(=O)NC(=O)NC2CCCCC2)cc1 in the list: -3	-3	-1	-3	4	2	-3	14	-1	-2
CCOC(=O)c1ccc(NS(=O)(=O)c2cc(-c3nnnn3C(C)C)ccc2OC)cc1 in the list: -1	1	-4	13	-1	1	1	-3	3	4
